miR-122 sensor: miR-122 Renilla sensor signal increase in Huh7, primary screen, miR-122 inhibitor project, cell-based, single point, plate reader; activation (reporter increase), % at 12.5 µM; 0.3% of 340,000 active; Huh7 miR-122 Renilla luciferase sensor, 48 h; neutral wells = 0, positive control = 100;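 active = mean replicate activation score at least 90 and every replicate individually at or above 90; inconclusive = only one of the two criteria met; inactive = neither criterion met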;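 also: higher luciferase means less miR-122 activity so hits act as miR-122 inhibitors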
PGC1a acetyl inh: inhibitors of PGC1a acetylation signal, primary screen, cell-based, U2OS, AlphaScreen, inhibitor mode | AlphaScreen anti-acetyl-lysine; with virally co-expressed GCN5 acetyltransferase | inhibition, % at 15.6 µM | 0.17% of 350,000 active | AID 651687, 2012;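 active = every replicate shows inhibition of at least 40%; inconclusive = mean inhibition at least 40% but some replicate below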;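 also: 0% = neutral control wells and 100% = positive control wells; some results beyond the cut were filed as inactive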
Cneo AK release: Cryptococcus neoformans cell lysis inducers, primary screen, AK release luminescence, single concentration; C. neoformans lysis, adenylate kinase release luminescence, 4 h; normalised: neutral wells 0, clomiphene wells 100; lysis activity, % at 15 µM; 0.2% of 360,000 active;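 active = mean lysis activity across replicates of at least 80%, whatever share of replicates individually reach that level; inactive = mean lysis activity below 80%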
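Signal: Adenylate kinase release luminescence | Assay system: Log-phase Cryptococcus neoformans yeast cells | Input: Cells at 5 × 10^6 per mL | Buffer or medium: Fresh YPD growth medium | Compound: Single dose | Schedule: Static 4 h at 37 °C with compound, 1 h detection | Controls: Clomiphene | Read-out: Luminescence rise reflecting yeast cell lysis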
Starred values were filed as active, the others as inactive; ? = inconclusive.

SMILES | miR-122 sensor | PGC1a acetyl inh | Cneo AK release
CCCCCCSC1=C(C#N)C(c2ccc(C)o2)CC(=O)N1 (stereo not drawn) | 0 | -2 | 3
Cc1ccc(CNc2nc3c([nH]2)c(=O)n(C)c(=O)n3C)cc1 | -3 | -16 | 4
Cc1cccc2c1CC(C)(C)N=C2C1=C(O)CCCC1=O | -3 | 5 | 5
CCCn1c(NCc2cccs2)nc2ccccc21 | 3 | -13 | 1
CCC(=O)C1=C(N2CCCC2)CC(C)(C)CC1=O | -2 | -4 | 0
CCOC(=O)CNC(=O)C1CCCN(c2ncccn2)C1 (stereo not drawn) | -3 | 1 | 8
COc1ccc(/C=N\NC(=O)COc2ccc(C(C)(C)C)cc2)cc1Cn1nc(C)cc1C | -3 | -8 | 1
CCc1ccc(NC(=O)NCCN2CCc3ccccc3C2)cc1 | 31 | -5 | -2
O=C(CSc1nnc(-c2cc(-c3cccs3)nc3ccccc23)o1)NC1CCCCC1 | 4 | -8 | -4
COc1cccc(NC(=O)c2nc3ncccn3n2)c1 | -2 | -5 | 4
Cc1ccccc1C(=O)c1cccn1CC(=O)NCc1ccco1 | -2 | -9 | 5
COc1ccc(Cl)cc1S(=O)(=O)N1CCN(C(=O)c2ccco2)CC1 | -1 | -3 | -2
CCNc1nc(NCC)n2c(SCc3nc4ccccc4c(=O)[nH]3)nnc2n1 | 3 | 12 | -2
CS(=O)(=O)N(Cc1ccco1)CC(O)Cn1c2ccccc2c2ccccc21 (stereo not drawn) | 16 | -11 | -1
O=C(CCCC(=O)N(CC(=O)NC1CCCC1)C1CCCC1)Nc1ccccn1 | -1 | -3 | 4
Nc1nnc(CSCc2ccc(F)cc2)s1 | -2 | 8 | -5
Cc1[nH]c2ccccc2c1C(=O)COC(=O)C1CCC(=O)N1 (stereo not drawn) | -4 | 10 | 6
CCn1c(SCC(=O)NC2CCCc3ccccc32)nnc1-c1cccs1 (stereo not drawn) | 2 | -6 | 0
CCOC(=O)c1ccc(N2C(=O)C=CC2=O)cc1 | 19 | ? | 1
c1ccc(CCNc2nc3ccccc3n3nnnc23)cc1 | -4 | 0 | -3
COC(=O)C1=C(C)N(Cc2ccc(C)cc2)C(=O)/C1=C\c1ccc(O)c(OC)c1 | -4 | 9 | 0
COC(=O)CCn1nnc(-c2cccs2)n1 | -6 | -2 | 1
Cc1ccc(-c2cc(C(=O)N3N=C(C(F)F)CC3(O)C(F)F)c3ccccc3n2)cc1C (stereo not drawn) | 2 | 2 | -9
COc1ccc(S(=O)(=O)CCC(=O)O)cc1 | -6 | 4 | 1
COc1ccccc1NC(=O)CN1CCN(CC(=O)Nc2ccc3c(c2)OCCO3)CC1 | -1 | 8 | 3
C=C(C)c1nc(N)nc(N)n1 | -2 | -5 | -3
CC(=O)N1C(=O)N(C)C2C1N(C(C)=O)C(=O)N2C (stereo not drawn) | -1 | 1 | 5
C=CCNc1ncnc2c1[nH]c1ccccc12 | 7 | -1 | 0
O=C(CSc1nnnn1-c1cccc2c1CCCC2)N1CCCCC1 | 1 | -3 | -2
Cc1cc(C)c(S(=O)(=O)N(C)CC(=O)N2CCCCC2)c(C)c1 | 8 | -7 | 4
COc1ccccc1NC(=O)Cn1nc(-c2ccc(Cl)cc2)c2ccccc2c1=O | 1 | 29 | 5
Cc1ccc(C(=O)O)cc1N1C(=O)c2cccc3cc(Br)cc(c23)C1=O | 5 | 1 | -1
COCCCNC(=O)c1ccc(CNS(=O)(=O)c2ccc(NC(C)=O)cc2)cc1 | -4 | 11 | -2
COCCN=C1Sc2nc3ccc(C)cc3cc2CN1Cc1ccco1 | -6 | 30 | -1
O=C(Nc1ccccc1-c1ccccc1)c1cnccn1 | -5 | 10 | 1
CC(c1ccco1)N(C(=O)C12CC3CC(CC(C)(C3)C1)C2)c1ccccn1 (stereo not drawn) | 36 | -15 | -2
COc1ccc(OCC(=O)Nc2nnc(C)s2)cc1 | 3 | 5 | -1
COC(=O)c1ccc(OCc2nc(N)nc(N3CCOCC3)n2)cc1 | 8 | 6 | -1
COc1ccc(C(=O)Nc2cc(C(=O)c3ccccc3)c(C)oc2=O)cc1 | -14 | 3 | -2
COc1ccc(NC(=O)c2cccs2)cc1O | -2 | 5 | -3
CS(=O)(=O)N(CC(=O)NCc1ccc2c(c1)OCO2)Cc1ccccc1 | -1 | -3 | -2
COc1ccc(OC)c(NC(=O)CSc2nnnn2-c2ccccc2F)c1 | 5 | -4 | 2
CCOc1ccccc1NC(=O)C(=O)NCC1CCCN1CC (stereo not drawn) | 0 | 6 | 1
CCOc1ccc2c(c1)-c1c(ssc1=S)C(C)(C)N2C | 3 | 3 | 2
c1ccc(OCCCN2CCCC2)cc1 | -7 | -5 | -2
COc1ccc(-n2nnnc2SCC(=O)NC(=O)Nc2ccc3c(c2)OCCO3)cc1 | 7 | 6 | -1
CCc1nn(CC(=O)N2CCN(Cc3ccc4c(c3)OCO4)CC2)c(=O)c2cc3occc3n12 | 1 | -1 | -4
O=C(OCC#CCSc1nnc(-c2ccncc2)o1)c1cccs1 | -3 | -13 | 2
CCn1c(SCC(=O)Nc2nc3c(s2)CCCC3)nnc1-c1ccccc1 | -6 | -7 | -1
CC(=O)Nc1ccc(NC(=O)CSc2ncnn2-c2ccccc2)cc1 | 6 | 31 | 1
Going on with the list:
SMILES | miR-122 sensor | PGC1a acetyl inh | Cneo AK release
COc1ccc(S(=O)(=O)N(C)CC(=O)Nc2ccccc2OC)cc1C | 0 | -4 | 4
CCOCCCNCC(=O)N1CCN(S(=O)(=O)c2ccc(C)cc2)CC1 | 1 | 3 | 0
COCC(=O)N1CCN(c2ccc([N+](=O)[O-])cc2)CC1 | -8 | 7 | -1
O=C1c2oc3ccccc3c(=O)c2C(c2cccs2)N1CCCN1CCOCC1 (stereo not drawn) | 3 | -5 | 6
CC1(C)CC2CC(C)(CN2C(=O)CCCN2C(=O)c3ccccc3C2=O)C1 (stereo not drawn) | 3 | -16 | 0
CC(C(=O)NCc1cccnc1)N1C(=O)c2ccccc2C1=O (stereo not drawn) | -5 | 5 | -2
O=C(O)CCNc1nc(-c2ccccc2)nc2ccccc12 | -5 | -20 | 1
Cc1ccc(CNC(=O)c2cccc(S(C)(=O)=O)c2)cc1 | -8 | -11 | 1
c1ccc(Nc2nc(N3CCCCC3)nc(N3CCNCC3)n2)cc1 | -1 | 6 | 3
CCCCC(=O)Nc1cc(N(C)C)nc2ccccc12 | 2 | -9 | 1
CCN(CC)S(=O)(=O)c1ccc2[nH]cc(C(=O)NCCc3ccccc3)c(=O)c2c1 | -7 | -1 | -2
CCCCNCc1cccn1-c1ccccc1 | 6 | -1 | -1
COC(=O)c1nnn(Cc2ccccc2)c1N | -7 | -13 | 3
CCc1cccc2c(C#N)cn(CC(=O)NCc3ccco3)c12 | 26 | 0 | 9
CCCCC1(C)NC(=O)N(CC(=O)Nc2ccc(S(=O)(=O)N3CCOCC3)cc2)C1=O (stereo not drawn) | -2 | 12 | 1
COC(=O)CC(N)c1ccc(OC)c2ccccc12 (stereo not drawn) | 2 | -16 | 2
CCOc1ccc(N/C(SC)=C(/C#N)C(N)=O)cc1 | -8 | 17 | 1
CCn1nnnc1SCC(=O)N1CCOCC1 | 2 | -4 | 1
CC1CCN(C(=O)CSc2nnc(CSc3ncccn3)n2C)CC1 | 0 | -5 | 0
COc1ccc(OC)c(NC(=O)COC(=O)c2ccc(S(=O)(=O)N3CCOCC3)cc2)c1 | 4 | -2 | -2
O=C(O)CNC(=O)c1ccccc1NC(=O)c1ccco1 | -3 | -5 | -3
CN(C)c1nccc(Nc2ccccc2)c1C#N | 6 | 0 | 3
N#Cc1c(N)nc(SCC(=O)NCCc2ccccc2)c(C#N)c1-c1cccs1 | 2 | 6 | 0
COCCN(Cc1cc2cc3c(cc2nc1Cl)OCO3)C(=O)Nc1ccccc1OC | 3 | 10 | 0
Cc1ccc(O)c(C(=O)c2cnn(-c3ccccc3)c2)c1 | -1 | 14 | 1
Cc1cc2c(c(=O)n1Cc1cccnc1)C(c1ccccc1)C(C#N)=C(N)O2 (stereo not drawn) | -3 | 3 | 2
C=CCN(CC=C)C(=S)NC(=O)c1ccc(OC)c(Br)c1 | -7 | -2 | 3
CC(C)COC(=O)n1c(=O)oc2cc(S(=O)(=O)N3CCCCC3)ccc21 | 12 | 4 | -1
CCNC(=O)C1CC(=O)N(c2ccc(OCC)cc2)C1 (stereo not drawn) | -4 | -8 | -2
CCOc1cc(C2C3=C(CCCC3=O)NC3=C2C(=O)CCC3)ccc1OCCO | 0 | 0 | 1
COc1cc2c(cc1CNC[C@H]1O[C@@H](n3cnc4c(N)ncnc43)[C@H](O)[C@@H]1O)OCO2 | -3 | 14 | 0
NS(=O)(=O)c1ccc(S(=O)(=O)c2ccccc2)nc1 | 1 | 12 | -2
CCOC(=O)c1oc2cc(O)ccc2c(=O)c1-c1csc(C)n1 | -3 | 2 | 1
Nc1c(C(=O)NCc2ccccc2)sc2nc(N3CCOCC3)c3c(c12)CCCC3 | 6 | -13 | -1
CCOC(=O)c1c(NC(=O)C2c3ccccc3Oc3ccccc32)sc(C(=O)N(CC)CC)c1C | 1 | 0 | -1
CN(C)/C=C(\C=N\OCc1ccc(Cl)cc1Cl)C(=O)Nc1ccc(Cl)c(Cl)c1 | 9 | -11 | -2
CC1=C(C(=O)NCc2ccccc2)C(c2ccccc2OCC(N)=O)NC(=O)N1 (stereo not drawn) | 3 | 4 | 0
O=C(O)CCC(=O)Nc1cccc(C(=O)Nc2cccc(Cl)c2)c1 | 0 | -15 | -2
CCS(=O)(=O)C1=NSC2=NC(=O)/C(=C\c3ccc(OS(=O)(=O)c4ccccc4)cc3)C(=N)N21 | -8 | 2 | 1
O=C1Nc2ccccc2C(O)(C(=O)NCc2ccco2)N1c1ccc(Cl)cc1 (stereo not drawn) | -12 | 0 | -2
O=C(COCC(=O)Nc1cccc(C(F)(F)F)c1)Nc1cccc(C(F)(F)F)c1 | 25 | -17 | 1
CC1(C)CC(=O)c2cnc(N3CCN(c4ccccc4)CC3)nc2C1 | -2 | 2 | -3
CN1CC(=O)N(C)c2ncn(Cc3ccccc3)c2C1=O | 2 | -3 | 0
CC1CCCCC1NC(=S)Nc1ccc(SC(F)F)cc1 (stereo not drawn) | 115* | 4 | 3
Cc1cc(C(=O)OCC(=O)NCCC(C)C)c2ccccc2n1 | -4 | 18 | -2
O=C(CSc1nnnn1-c1ccc(F)cc1)Nc1ccc(N2CCOCC2)c(Cl)c1 | -4 | -18 | 5
CCc1nn(-c2ccccc2)c(N)c1-c1ccc(OC)c(OC)c1 | -2 | -1 | 3
O=[N+]1C2=C(CCCC2)N([O-])C12CCCC2 | -2 | 11 | 0
CC1=C(C)[N+](=O)C2CCCCC2N1[O-] (stereo not drawn) | -13 | -6 | 2
COc1cc(Br)c(C(C)NC(=O)c2ccc(C)cc2)cc1OC (stereo not drawn) | 3 | 4 | 1
Following part
SMILES | miR-122 sensor | PGC1a acetyl inh | Cneo AK release
O=C(O)CCC(=O)N1CCN(c2nc(-c3ccccc3Cl)c3cc(Br)ccc3n2)CC1 | -1 | -3 | 0
COCCOC(=O)c1[nH]c2c(c1C)C(=O)CC(c1ccc(N(C)C)cc1)C2 (stereo not drawn) | 2 | -14 | 0
CCCOc1ccc(CCN2CCC(=O)NC2=O)cc1C | 6 | -7 | 4
O=C(CSc1nc(-c2ccccc2)c(-c2ccccc2)o1)Nc1nncs1 | 1 | 5 | 1
CN(C1CCCCC1)S(=O)(=O)c1ccc(NC(=O)c2ccco2)cc1 | 7 | -2 | 1
CCOc1ccc(CN(C)CC(=O)c2c(N)n(Cc3ccccc3)c(=O)n(CC)c2=O)cc1OC | -5 | -1 | 3
COCC(=O)Nc1nnc(COc2ccc(Cl)cc2)s1 | -1 | -2 | -1
CCc1nc2scc(-c3cccs3)c2c(=O)o1 | 4 | 1 | -1

Screens as filed in PubChem.

Only part of the results is shown; count on the stated rates, not on these rows.
